eLon inh: E. coli protease La inhibition | P0A9M0 | purified E. coli Lon protease, fluorescence polarization | inhibition, % at 7.94 µM | actives 0.42% (n = 360,000) | AID 602123; in the data active means inhibition above about 13%, passing the limit was not always enough;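 further: 0% = enzyme with probe and DMSO and 100% = no enzyme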
Rpn11 block: blocks the human proteasome subunit Rpn11; human 26S proteasome, Ub4-pepOG fluorescence polarization; 20S core pre-blocked with epoxomicin; calls only at 20 µM; actives 0.59% (n = 360,000); AID 588493;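 active means inhibition at 20 µM, scaled to each plate's controls, above about 33%, limit read from the data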
MT1-MMP act inh: MT1-MMP (human) activation inhibition; actives 0.061% (n = 360,000); GFP/RFP ratio change, % at 20 µM; P50281; HT1080 RFP-PRO-GFP cells, GFP/RFP ratio fluorescence, overnight; percent of plate control window, DMSO zero; AID 651647;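 active means GFP/RFP ratio change of at least 30% with cell ATP level not reduced by more than half and red fluorescence within 50% of control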; further: strong numbers were not always called active
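Assay system: HT1080 RFP-PRO-GFP cells | Dosing: 20 µM single dose, 1% DMSO | Incubation: Cells overnight before dosing, compound overnight, 37 °C, 5% CO2 | Evaluation: GFP/RFP fluorescence ratio | Control set: DMSO-only wells and HT1080 RFP-L50D-GFP cell wells as references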
Rin1-Abl PPI inh: blocks binding of human Rin1 to Abl; P00519+Q13671; actives 0.4% (n = 360,000); AID 588664; inhibition, % at 7.35 µM; TR-FRET Rin1/Abl binding, biochemical; in the data active means inhibition above about 5%, passing the limit was not always enough
MsrA act: activates bovine MsrA enzyme. purified bovine MsrA, absorbance read-out. activation, % at 10.6 µM. actives 0.3% (n = 360,000); in the data active means activation above about 7.5%;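 further: 0% = vehicle and 100% = reference activator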
MsrA inhibitor: bovine MsrA inhibition; purified bovine MsrA, absorbance read-out; inhibition, % at 15.5 µM; actives 0.75% (n = 360,000); in the data active means inhibition above about 4.5%;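 further: 0% = vehicle wells with enzyme and 100% = reference inhibitor wells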
CSN deneddyl inh: blocks human CSN-mediated cullin deneddylation; AID 651999; Q92905; Purified CSN, SCF-Nedd8-OG deneddylation, fluorescence polarization; inhibition, % at 12.5 µM; actives 0.38% (n = 360,000);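 active means pattern-corrected inhibition above about 35%, with an unprinted fluorescence ratio check between 0.5 and 1.5, limit read from the data, passing the limit was not always enough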;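 further: 0% = enzyme with substrate and 100% = substrate without enzyme; some results filed as inactive read as strong as hits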
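Assay system: purified human Csn5 enzyme expressed in HEK293T cells; measure: % inhibition; also added: SCFSkp2-Nedd8OG substrate at 10 nM final; technique: fluorescence polarization; times: reaction 90 min, room temperature; medium: Tris buffer pH 7.5, NaCl, DTT, Tween-20, trehalose, ovalbumin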
MLLE-PAM2 inh: inhibitors of microRNA-mediated deadenylation, human PABP1 MLLE binding. P11940. GST-MLLE / FITC-PAM2 fluorescence polarization. inhibition, % at 20 µM. actives 0.36% (n = 360,000). AID 588489; in the data active means inhibition above about 35%, passing the limit was not always enough;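 further: plate controls were DMSO wells with GST-MLLE for no effect and wells lacking GST-MLLE protein for full effect; some results filed as inactive read as strong as hits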
FAS TE block: FAS thioesterase (human) inhibition; P49327; recombinant FAS-TE, OMFH fluorogenic substrate, fluorescence endpoint; inhibition, % at 15 µM; actives 0.67% (n = 360,000); AID 602261;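 active means compounds whose normalised, plate-corrected inhibition of enzyme fluorescence in the single-dose primary screen is 50% or more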;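 further: 0% = DMSO with enzyme and 100% = substrate without enzyme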
* hit, by the source's call; i = inactive; · = no result given; + = active, no number.

The first five entries (preview)
SMILES	eLon inh	Rpn11 block	MT1-MMP act inh	Rin1-Abl PPI inh	MsrA act	MsrA inhibitor	CSN deneddyl inh	MLLE-PAM2 inh	FAS TE block
COc1ccc(Nc2nc3ccc(C)cc3cc2C#N)c(OC)c1	7	+	-20	-2	-1	1.0	2	-26	12
Cc1ccc(OCCC(=O)OCC(=O)NC2CCS(=O)(=O)C2)cc1 (configuration not stated)	-3	i	1	1	-2	1.7	1	-3	-9
O=C(Nc1ccnn1C1CCN(Cc2ccccn2)CC1)c1cccc(F)c1	-4	i	4	0	0	1.0	-3	6	-4
O=C(Nc1ccc2nc3n(c(=O)c2c1)CCCC3)c1cccc(F)c1	-3	i	1	3	-2	0.9	3	1	-2
COc1ccc(C)cc1S(=O)(=O)Nc1cc2c3c(c1)CCC(=O)N3CCC2	0	i	2	1	0	-0.6	-2	15	-8

All compounds of this part, previewed entries included:
SMILES	eLon inh	Rpn11 block	MT1-MMP act inh	Rin1-Abl PPI inh	MsrA act	MsrA inhibitor	CSN deneddyl inh	MLLE-PAM2 inh	FAS TE block
COc1ccc(Nc2nc3ccc(C)cc3cc2C#N)c(OC)c1	7	+	-20	-2	-1	1.0	2	-26	12
Cc1ccc(OCCC(=O)OCC(=O)NC2CCS(=O)(=O)C2)cc1 (configuration not stated)	-3	i	1	1	-2	1.7	1	-3	-9
O=C(Nc1ccnn1C1CCN(Cc2ccccn2)CC1)c1cccc(F)c1	-4	i	4	0	0	1.0	-3	6	-4
O=C(Nc1ccc2nc3n(c(=O)c2c1)CCCC3)c1cccc(F)c1	-3	i	1	3	-2	0.9	3	1	-2
COc1ccc(C)cc1S(=O)(=O)Nc1cc2c3c(c1)CCC(=O)N3CCC2	0	i	2	1	0	-0.6	-2	15	-8
CC(C)C[C@H]1CNC(=S)N1C[C@H]1CCCN1C[C@H](Cc1ccc(O)cc1)N1C[C@H](Cc2ccc(O)cc2)N(CC2CCCCC2)C1=S	2	i	-9	1	-2	-0.7	-5	-21	-72
COC(=O)c1ccc(N2CCN(C(=O)c3ccccc3)CC2)c(NC(C)=O)c1	-3	i	0	4	-4	1.8	1	-2	-9
NC(=O)c1ccsc1NC(=O)COC(=O)CNC(=O)c1ccc(Cl)cc1	-1	i	3	1	-2	0.6	2	0	0
COc1ccc(NC(=O)CCS(=O)(=O)c2ccc(Cl)cc2)cc1	7	i	-2	1	-2	0.2	3	7	-3
Cc1cc(N2CCN(C)CC2)nc(N2CCOCC2)n1	-4	i	-2	4	-1	-0.4	-1	17	-7
Cc1ccc(S(=O)(=O)NCC(=O)NCC(=O)NCCc2ccccc2F)cc1C	-5	i	-2	6	-6	-0.2	3	-13	0
CC(C)CC(OC(=O)c1cccs1)C(=O)NCc1ccco1 (configuration not stated)	-11	i	-10	-1	-4	-0.2	3	6	-5
CCOC(=O)CN(C(=O)COC(=O)C1=NNC(=O)CC1)c1ccc(F)cc1	-4	i	-2	1	0	1.1	-3	-12	1
COc1ccc(/C=N/NC(=O)c2csc(-n3nc(C)cc3C(F)(F)F)n2)cc1	-4	i	1	7	-5	0.7	2	6	4
NS(=O)(=O)c1ccc(NC(=O)/C(=C/c2ccncc2)NC(=O)c2ccccc2)cc1	3	i	3	-1	-2	0.8	5	-1	-6
COc1ccc(-c2oc3ncnc(NCCN4CCOCC4)c3c2-c2ccc(OC)cc2)cc1	-4	i	-15	-3	-3	·	4	14	19
CCOc1ccc(NS(=O)(=O)c2cc(OCC(N)=O)c(C)cc2Cl)cc1	3	i	3	-3	-13	-1.1	-7	4	1
CN(CC(=O)Nc1ccc(S(=O)(=O)N2CCCC2)cc1)CC(=O)Nc1cccc(F)c1	9	i	6	1	-1	1.1	5	6	16
COc1cc2c(cc1OC)CN1CCc3cc(OC)c(OC)cc3C1C2 (configuration not stated)	-9	i	3	1	-3	1.1	-10	0	0
O=C(Nc1cccc(NC(=O)c2ccccc2Cl)c1)c1cccs1	-1	i	-3	-3	-3	-0.9	-1	1	4

Quoted from the listing.
COc1ccc(-c2oc3ncnc(NCCN4CCOCC4)c3c2-c2ccc(OC)cc2)cc1 – eLon inh = -4
CCOC(=O)CN(C(=O)COC(=O)C1=NNC(=O)CC1)c1ccc(F)cc1 – Rin1-Abl PPI inh = 1
O=C(Nc1cccc(NC(=O)c2ccccc2Cl)c1)c1cccs1 – Rin1-Abl PPI inh = -3
CN(CC(=O)Nc1ccc(S(=O)(=O)N2CCCC2)cc1)CC(=O)Nc1cccc(F)c1 – MLLE-PAM2 inh = 6

Further records.
SMILES	eLon inh	Rpn11 block	MT1-MMP act inh	Rin1-Abl PPI inh	MsrA act	MsrA inhibitor	CSN deneddyl inh	MLLE-PAM2 inh	FAS TE block
Cc1ccc(-c2csc(N3CCN(CCCn4c(C(F)(F)F)nc5ccccc54)CC3)n2)cc1	-5	i	3	5	-1	1.6	-5	0	20
CSc1ccc(CNc2ccc(C)cc2)cc1	-7	i	-1	0	-3	-0.4	2	3	18
CCOc1ccc(NC(=O)CN2C(=O)c3ccccc3C2=O)cc1	-2	i	-2	0	1	0.8	-4	8	0
Cc1ccc(S(=O)(=O)Cc2ccc(C(=O)N3CCc4ccccc4C3)o2)cc1	-3	i	-3	-2	0	-1.4	9	7	4
Cc1cccc(C(=O)Nc2ccn(C)n2)c1	-5	i	-5	4	-3	-0.4	-1	0	-8
CC(=O)Nc1sc2c(c1C#N)CCC(C)C2 (configuration not stated)	-8	i	7	1	-4	1.8	-3	-4	0
Cn1sc(NC(=O)c2ccccc2)nc1=O	-10	i	1	3	15*	-0.5	0	6	-12
CN(C)S(=O)(=O)n1cnc([C@@H]2[C@@H]3C(=O)OC[C@@H]3C[C@]23N=CN(Cc2ccccc2)C3=O)c1	-5	i	-5	1	-11	0.3	-1	-1	-11
Cc1ccnc(N=O)c1	-2	i	-2	-2	1	-1.2	-5	-36	-9
Cc1ccsc1C=C1C(=O)c2ccccc2C1=O	-3	i	5	-6	2	0.1	3	20	-3
C=CCNc1nc(NCc2ccc(NC(C)=O)cc2)c2sc(-c3ccccc3)cc2n1	-15	i	2	-5	-10	1.0	1	-1	0
Cc1cc(C)cc(Oc2nc(C(F)(F)F)nc3ccccc23)c1	-8	i	-11	-1	-8	0.6	-4	-8	22
Cn1nc(C(C)(C)C)cc1C(=O)N1CCC(C)(C(=O)NS(=O)(=O)C2CC2)C1 (configuration not stated)	-22	i	1	-4	-5	·	3	-3	-14
CCOC(=O)c1c(NC2=NS(=O)(=O)c3ccccc32)sc2c1CCCCC2	-7	i	1	-1	-7	0.3	-6	19	21
CCCCOCCCNC(=O)C[C@@H]1C[C@@]2(C(=O)OCC)CCC=C2N(Cc2cccc3ccccc23)C1=O	10	·	0	·	-2	0.1	-2	·	11
O=C(O)c1ccc(-n2c(-c3cc(-c4ccco4)[nH]n3)n[nH]c2=S)cc1	0	i	-1	1	1	-1.0	42*	1	-6
CSc1ccc(CCNC(=O)CCc2nnc3ccc(N4CCC5(CC4)OCCO5)nn23)cc1	3	i	-2	-3	-12	0.0	-1	6	-1
O=C(O)C(Cc1ccc(O)cc1)N1C(=O)c2ccccc2C1=O (configuration not stated)	-1	i	6	4	-2	-1.6	-3	-8	-2
Cc1occc1C(=O)N1CCN(c2ccc(Cl)c(Cl)c2)CC1	-11	i	-2	-1	-9	0.5	-8	-71	6
COC(=O)c1ccccc1CSc1nsc(/C=C/N(C)C)c1C#N	-51	·	-27	-2	-6	·	16	-75	20
O=C(C1=C(O)C(=O)N(CCc2ccccc2)C1c1cccs1)c1ccco1 (configuration not stated)	8	i	-5	-4	-7	1.0	-1	-3	-3
Cc1cc(C)nc(NC(=O)Cc2cccs2)n1	-2	i	12	0	-1	1.0	-4	8	-7
CCOC(=O)c1cnc2ccc(Cl)cc2c1NCCN(C)C	13	i	0	-1	-3	1.0	-11	42*	-7
O=C(NC1CCCCC1)c1ccccc1NC(=S)NC(=O)C1CCC1	-3	i	1	-1	-4	-0.1	-5	-18	-6
COc1ccc(NC(=O)C2(C)Cc3c(-c4ccc(N(C)C)cc4)ccnc3O2)cn1 (configuration not stated)	1	i	-4	-5	-9	0.7	-4	2	9
O=C(O)CCN1CC2([N+](=O)[O-])CC=C(OCCO)C([N+](=O)[O-])(C1)C2 (configuration not stated)	-2	i	-1	1	-6	0.5	-24	-16	-7
O=C(C(c1ccccc1)c1ccccc1)N1CCN(Cc2ccccn2)CC1	-2	i	-2	1	-6	0.5	-2	-4	-6
COc1cc(/C=N\NC(=O)CC(=O)NCCc2ccccc2)ccc1O	2	i	6	-6	-2	4.3	0	20	-3
COc1ccc(-c2coc3c(C(=O)NCc4cccc(Cl)c4)cccc23)c(C)c1	-1	i	-4	-1	-4	2.3	-2	-3	29
COc1ccc(S(=O)(=O)N2CCCCC2)cc1NC(=O)c1cc(C)on1	7	i	2	2	-3	-0.3	-9	-6	8
CC(C)OCC(O)CN (configuration not stated)	1	i	2	0	0	0.1	-3	6	-3
O=C(COc1cccc(Br)c1)Nc1ccc(Cl)c(S(=O)(=O)N2CCOCC2)c1	6	i	-1	2	-2	-0.7	5	12	21
COc1ccccc1OC(C)C(=O)N1CCC(Cc2ccccc2)CC1 (configuration not stated)	-12	i	-4	-3	-6	-0.7	10	-99	-2
C/C(=N\NC(=O)C(=O)Nc1cccc(Cl)c1)c1ccncc1	-5	i	3	-1	-2	-0.7	-1	8	-8
COc1ccc(C2CC(c3ccccc3)=NN2C(=O)COC(=O)c2ccc(Cl)nc2)cc1 (configuration not stated)	8	+	-3	-1	-8	-0.3	0	-24	30
CCOC(=O)c1ccc2nc3c(cc2c1)CCS3	5	i	3	-13	-2	2.0	2	9	1
O=C(NOCc1ccccc1)c1ccccc1	-5	i	4	2	0	-0.5	-2	-8	-11
O=C(Nc1ccccc1F)C1CCN(C(=O)Cc2ccccc2)CC1	-8	i	7	0	-8	-0.4	6	0	-14
CC(=O)c1cccc(NC(=O)Nc2ccc(C(=O)N3CCCC3)cc2)c1	2	i	-10	4	-1	-0.9	-3	10	-6
COc1ccc(NS(=O)(=O)c2cccc(-c3nnc4n3CCCCC4)c2)cc1	-1	i	5	-2	-1	1.4	0	10	-3
CN1CCN(S(=O)(=O)c2cccc(C(=O)Nc3ccccc3N3CCCCC3)c2)CC1	2	i	0	0	2	1.5	-6	2	12
COc1ccc(N2C(=S)N=C(Nc3cccc(C)c3)C23CCCCC3)cc1	4	i	1	-2	4	-0.6	-7	-106	-4
O=C(NC1CCN(c2ncccn2)CC1)c1c(F)cccc1F	3	i	-5	3	-2	0.2	-10	8	-2
FC(F)(F)c1ccccc1Cc1c(-c2ccccc2)nc2ccc(Cl)cn12	-2	i	-2	2	-8	1.0	1	5	12
CCN(CC)CCN(C(=O)C1=COCCO1)c1nc2cc(C)cc(C)c2s1	-8	i	4	-1	-2	-0.1	-3	16	-2
O=C(COC(=O)C12CC3CC(CC(C3)C1)C2)Nc1nc2c(F)c(F)c(F)cc2s1	-5	i	-3	-1	-2	0.4	0	-2	6
O=C(Cc1nc2ccccc2[nH]1)c1ccc(Br)cc1	7	i	-2	0	-2	-0.9	5	11	-1
COc1cc(C(=O)NCc2cccs2)ccc1OCc1c(C)noc1C	4	i	2	3	-2	0.0	-2	4	-2
Nn1cc(-c2ccccc2)nc1SCC(=O)N1CCN(S(=O)(=O)c2ccc(Cl)cc2)CC1	13	i	8	2	-2	0.1	1	-2	8
COCCn1c(SCc2c(F)cccc2Cl)nc2c1c(=O)[nH]c(=O)n2C	3	i	-3	-1	-1	-1.4	3	18	0
CCN(CC(=O)NC(c1ccccc1)c1ccccc1)Cc1nc2ccccc2c(=O)[nH]1	-6	i	-5	2	0	0.3	1	-42	2

High-throughput results as filed in PubChem BioAssay.
